PKM2 act = PKM2 (human) enzyme activation; actives 0.34% (n = 260,000); Potency, µM (titrated, usually from 57.5 µM), for inactives: at the highest dose activation, actives largely listed as activators; purified PKM2, Kinase-Glo ATP luminescence, activation; response scale: 0% is enzyme alone, no compound; P14618; also: potency is read from the fitted curve at half-maximal effect; % is scaled to controls: 0 for no effect and ±100 for the full control effect; nearly all actives have a fitted effect of over 55% in size
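ATP formation by purified human PK-M2, quantified via coupled luciferase luminescence after 1 h at room temperature with 0.1 mM ADP and 0.5 mM PEP final.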
ASM inhibitor = blocks human secretory acid sphingomyelinase; P17405; placental ASM, HMU-PC fluorogenic substrate, 60 min; Potency, µM (highest dose often 57.5 µM), without a hit: at the highest dose activity change, negative = inhibition, usual class: inhibitors; actives 0.006% (n = 340,000); also: potency is read from the fitted curve at half-maximal effect
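Human placenta-derived ASM preincubated with compound 10 min at room temperature, then reacted with 9 uM (final) fluorogenic HMU-PC substrate for 60 min at 37 C. Stop solution raises pH to 10; fluorescence read at Ex 386/Em 447 nm.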
B2AR arrestin = recruits beta-arrestin to the human beta2-adrenergic receptor; P07550; beta-arrestin recruitment to beta2AR, cell-based reporter; Potency, µM (titrated, usually from 46.1 µM), for the others: at the top dose activation, usual class: activators; actives 0.02% (n = 330,000);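 also: potency is read from the fitted curve at half-maximal effect; 0% = DMSO controls and full agonism = EC100 isoproterenol or metaproterenol; nearly all actives have a fitted effect of over 65% in size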
Target sequence (P07550 whole entry, looked up): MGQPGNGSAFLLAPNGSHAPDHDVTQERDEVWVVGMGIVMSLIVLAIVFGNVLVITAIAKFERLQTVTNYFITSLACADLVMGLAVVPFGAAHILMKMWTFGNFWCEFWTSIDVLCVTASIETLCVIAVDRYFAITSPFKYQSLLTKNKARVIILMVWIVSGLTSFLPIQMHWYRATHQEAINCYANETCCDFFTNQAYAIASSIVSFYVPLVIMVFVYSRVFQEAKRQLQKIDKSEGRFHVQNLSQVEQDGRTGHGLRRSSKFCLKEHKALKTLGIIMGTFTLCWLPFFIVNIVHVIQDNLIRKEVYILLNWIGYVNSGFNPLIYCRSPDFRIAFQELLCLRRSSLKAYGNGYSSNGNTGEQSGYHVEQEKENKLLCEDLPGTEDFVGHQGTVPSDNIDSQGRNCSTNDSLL
Integrin act MD = activates integrin-mediated alleviation for muscular dystrophy. alpha7betagal myoblasts, beta-gal FDG fluorescence, 48 h. actives 0.064% (n = 350,000). Potency, µM (top dose mostly 38.3 µM), for inactives: at the top dose activation, usual class: activators;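 also: potency is read from the fitted curve at half-maximal effect; 100% = response of the positive control SU9516; nearly all actives have a fitted effect of over 60% in size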
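alpha7betagal+/- myoblasts (passage 13, 250/well) treated 48 h at 37C with compounds at 1:260 dilution of DMSO stock. Lysed, then beta-galactosidase activity read as FDG fluorescence (ex 480/em 540) after 30 min, with pre-read for autofluorescence.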
Coupling enz = counter-screen for Giardia aldolase inhibitors: coupling enzyme system; AID 2472; activity change, negative = inhibition, % at 58.2 µM, hits read low; coupling enzyme system counterscreen, AmpLite Red fluorescence; actives 0.67% (n = 290,000); in the data active = activity change below about -30%; also: % is scaled to controls: 0 for no effect and ±100 for the full control effect
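Coupling enzymes only (glyceraldehyde-3-phosphate) + compound, at 57.5 uM final, 10 min RT; add substrate/coupling/AmpLite Red mix, 20 min RT; fluorescence ex 525/em 598 nm. Actives flag coupling-system interference.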
Chronic BCR inh = chronic active BCR signaling inhibition. Potency, µM (highest dose often 46.1 µM), without a hit: at the highest dose ratio change, negative = lower green/red ratio, actives largely listed as inhibitors. actives 0.05% (n = 340,000). ABC-DLBCL IkBa-CBG/CBR reporter, luminescence ratio, 4 h. AID 493014; active = well fitted inhibition curve with a large enough effect in the signal ratio, with a control signal flat, not every such curve was filed as active; inconclusive = small, poorly fitted or top-dose-only effect, or effect the other way, or a change in a side signal; the % refers to the signal ratio;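 also: potency is read from the fitted curve at half-maximal effect; plate controls were basal doxycycline-induced cells for no effect and cells given 10 µM MG132 for full effect; MG132 reads +100%, hits lower the ratio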
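Concentration-response series (up to 46 uM) were applied to TMD8 dual-reporter cells for 4 h at 37C with doxycycline. Green/red ratio, after filter-overlap correction, defined %Activity; red signal alone was normalised to basal cells and zero luminescence.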
Tb PFK inh = T. brucei PFK enzyme inhibition; O15648; T. brucei PFK, ADP-Glo luminescence; Potency, µM (series often up to 57.5 µM), for inactives: at the highest dose activity, negative = inhibition, hits mostly inhibitors; actives 0.17% (n = 330,000);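 also: potency is read from the fitted curve at half-maximal effect; 0% = uninhibited 1x PFK enzyme wells and -100% = no-enzyme wells; nearly all actives have a fitted effect of over 60% in size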
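Compounds were pin-transferred as a titration series up to 57 uM into substrate buffer (0.5 mM F6P, 0.1 mM ATP, pH 8.0), then 1.25 nM PFK was added and reactions ran 45 min before ADP-Glo detection.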
Giardia killer = Giardia lamblia killing; Giardia lamblia trophozoite viability; activity change, % at 7.66 µM, hits read low; actives 0.15% (n = 340,000); in the data active = activity change below about -80%; inconclusive = between about -30% and that limit;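 also: parasites exposed to compound for two days anaerobically before the ATP read; % is scaled to controls: 0 for no effect and ±100 for the full control effect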
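Compounds were tested on trophozoites seeded at 100 cells/well and held 48 hrs at 37 deg C anaerobically. An ATP-based luminescent kit measured the remaining live cells.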
TSG101-PTAP inh = blocks PTAP/TSG101 interaction to inhibit HIV-1 budding. Q99816. Fluorescence polarization, FITC-PTAP peptide / Tsg101 binding. Potency, µM (highest dose often 115 µM), inactives show at the highest dose activity change, negative = inhibition, hits mostly inhibitors. 340,000 tested, under 10 active. AID 493005; active = well fitted inhibition curve with a large enough effect in the main read-out, with a control signal flat, not every such curve was filed as active; inconclusive = small, poorly fitted or top-dose-only effect, or effect the other way, or a change in a side signal; inactive = no such curve, though single readings can be large or run the other way; also: potency is read from the fitted curve at half-maximal effect; % of control where 0% means no effect
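FP read-out: FITC-PTAP peptide, 50 nM final, binding Tsg101 binding domain, 10 uM final; 20 min, r.t.; 10 mM HEPES pH 7.5, 0.15 M NaCl, 0.01% Tween 20, 3 mM EDTA, 0.1 mM TCEP.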
Menin-MLL TR inh = menin-MLL binding inhibition, Texas Red mutant peptide | O00255 | Menin + Texas Red MLL mutant peptide, fluorescence polarization | Potency, µM (highest dose often 61.6 µM), for inactives: top-dose FP activity change, negative = inhibition, hits mostly inhibitors | actives 0.23% (n = 270,000) | AID 1768; active = well fitted inhibition curve with a large enough effect in the polarisation, with a control signal flat, not every such curve was filed as active; inconclusive = small, poorly fitted or top-dose-only effect, or effect the other way, or a change in a side signal; inactive = no such curve, though single readings can be large or run the other way; the % refers to the polarisation; also: potency is read from the fitted curve at half-maximal effect; % of control where 0% means no effect; many of its hits are not listed in these tables
Target sequence (O00255 whole entry, looked up): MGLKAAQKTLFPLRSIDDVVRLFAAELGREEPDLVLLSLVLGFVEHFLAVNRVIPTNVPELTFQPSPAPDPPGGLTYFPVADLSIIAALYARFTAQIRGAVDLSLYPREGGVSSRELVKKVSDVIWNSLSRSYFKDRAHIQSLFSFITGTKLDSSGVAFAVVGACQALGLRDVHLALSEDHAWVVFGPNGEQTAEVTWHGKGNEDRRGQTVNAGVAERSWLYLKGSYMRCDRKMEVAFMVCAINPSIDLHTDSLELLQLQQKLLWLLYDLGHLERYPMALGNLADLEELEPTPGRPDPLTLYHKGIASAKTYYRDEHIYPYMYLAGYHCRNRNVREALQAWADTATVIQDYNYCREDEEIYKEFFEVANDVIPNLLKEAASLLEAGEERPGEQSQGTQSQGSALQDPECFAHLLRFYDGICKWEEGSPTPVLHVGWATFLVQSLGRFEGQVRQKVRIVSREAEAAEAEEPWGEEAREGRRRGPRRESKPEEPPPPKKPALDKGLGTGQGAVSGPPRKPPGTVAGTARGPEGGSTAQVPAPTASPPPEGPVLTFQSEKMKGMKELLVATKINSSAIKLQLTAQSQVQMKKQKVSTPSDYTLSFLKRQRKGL
GALK inhibitor = galactokinase (human) inhibition. actives 0.007% (n = 270,000). Purified GALK, Kinase-Glo residual ATP luminescence. Potency, µM (titrated, usually from 57.5 µM), inactives show at the top dose activity change, negative = inhibition, most hits filed as inhibitors. P51570; also: potency is read from the fitted curve at half-maximal effect; % is scaled to controls: 0 for no effect and ±100 for the full control effect
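The enzyme phosphorylates galactose (100 uM) using ATP (35 uM); inhibition is detected as higher residual ATP, quantified by bioluminescence after 1 h reaction at room temperature, pH 8.0.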
Starred values were filed as active, the others as inactive; ? = inconclusive; / = not tested or not shown; [ ] = dose if it differs, or a comment. Unless noted, calls follow the shape of the dose curve; as a rule, active = well fitted curve in the direction sought with a large enough effect; inconclusive = small, poorly fitted or top-dose-only effect, or another doubt; inactive = no such curve, though single readings can be large; an effect the other way counts as inactive or inconclusive. The list is partial, so the mix of outcomes need not match the whole.

SMILES	PKM2 act	ASM inhibitor	B2AR arrestin	Integrin act MD	Coupling enz	Chronic BCR inh	Tb PFK inh	Giardia killer	TSG101-PTAP inh	Menin-MLL TR inh	GALK inhibitor
COc1ccc(-c2nncnn2)cc1	-1%	-2%	-0.7%	-3%	2	?	-1%	-18	-3%	-2%	-2%
O=C(Nc1ccccc1)N1CCCc2ccccc21	-2%	0%	-0.1%	-3%	3	-1%	-1%	8	-5%	11%	-4%
COc1nc(Oc2ccc(=O)[nH]n2)nc(N2CCOCC2)n1	-2%	0%	-0.2%	15%	-1	6%	11%	12	-2%	0%	-6%
COc1ccc(-c2ccc3c(c2)S(=O)(=O)c2cccc(C(=O)NCCOc4ccccc4)c2C3=O)cc1OC	/	1%	0.0%	5%	/	?	1%	-27	13%	/	/
Cc1ccc(S(=O)(=O)c2c(C)nn(C(C)(C)C)c2OC(=O)C2CCCC2)cc1	2%	14%	0.5%	-39%	0	4%	2%	-17	-1%	?	-3%
CN(C(=O)c1ccco1)c1nnc(-c2ccc(F)cc2)s1	0%	0%	0.0%	30%	-1	-3%	-4%	?	0%	?	-3%
CC1CC(C)CN(CCOc2ccc(Cl)cc2Cl)C1 (stereo not drawn)	-5%	2%	-0.8%	-37%	0	-4%	-14%	14	-2%	-2%	-6%
COc1ccc(-n2nnnc2SCC#CCO)cc1	0%	-1%	-0.4%	1%	3	7%	5%	-2	5%	-6%	0%
N#Cc1cccc(NC(=O)CCNS(=O)(=O)c2ccc3[nH]c(=O)oc3c2)c1	/	0%	0.2%	-20%	/	2%	-6%	-20	-3%	/	4%
CCC(=O)NC(=S)Nc1ccc(Cl)cn1	-1%	2%	0.5%	14%	-1	0%	0%	-2	-3%	5%	/
Cc1ccccc1-n1c(=O)cc(N2CCN(Cc3ccccc3)CC2)[nH]c1=O	-6%	3%	-0.5%	18%	0	3%	-10%	7	-4%	-11%	4%
CCCC(=O)Nc1nc(-c2ccccc2)c(CC)s1	-1%	-3%	0.1%	-7%	-2	13%	6%	7	1%	6%	-4%
Cc1ccc2cc(-c3noc(C(C)(C)C)n3)c(=O)[nH]c2c1	-2%	54%[activator]	0.3%	31%	-2	?	-1%	10	-10%	-21%	-1%
CC1=C(C(=O)OC(C)(C)C)C(c2ccc(Br)cc2)NC(=O)N1CCCC(=O)O (stereo not drawn)	-1%	-7%	0.4%	3%	4	6%	2%	-20	-1%	-11%	/
COc1ccc(O[C@H]2C=C[C@@H](c3ccccc3)O[C@@H]2COC(=O)CC/C(C)=N/O[C@@H](C)c2cc(-c3c(C)cc(C)cc3C)no2)cc1	-6%	/	-0.5%	/	2	3%	4%	/	/	-9%	/
CN(C)c1ccc(/C=C2\Oc3ccc(C#Cc4cccc(N)c4)cc3C2=O)cc1	/	278%[activator]	0.4%	-10%	/	?	3%	3	?	/	/
COc1cc2nc(C(C)(C)C)oc(=O)c2cc1OC	2%	1%	0.6%	13%	-14	2%	10%	-6	-2%	/	-2%
Cc1ccc(OCC(=O)Nc2ccc(-c3nc4ncccc4o3)cc2)c(C)c1	-10%	-1%	-1.4%	6%	-3	?	4%	-5	0%	9%	0%
CCCc1cc(=O)[nH]c(SCC(=O)NC(=O)NC2CCCC2)n1	/	2%	-0.1%	-30%	/	3%	4%	-3	-6%	/	/
CC1(NC(=S)NCCCCCCNC(=S)NC2(C)CCS(=O)(=O)C2)CCS(=O)(=O)C1 (stereo not drawn)	-4%	-1%	-0.1%	?	1	-3%	1%	-12	2%	/	2%
O=C(CSc1nncn1-c1ccccn1)Nc1ccccc1Cl	-5%	-1%	-0.3%	0%	-2	?	2%	-1	-3%	-2%	-1%
CC(=O)Nc1ccc(NC(=O)CC2CCCC2)cc1	-1%	3%	-0.2%	-62%[inhibitor]	2	1%	0%	10	2%	6%	1%
O=c1c2ccccc2n(Cc2ccccc2F)c(=O)n1Cc1ccccc1F	-4%	5%	-3.3%	-33%	-1	10%	-3%	-9	-1%	-12%	0%
Cc1ccc(-c2cc3c(N=O)c4ccccc4c-3n[nH]2)cc1	-29%	-1%	-0.8%	0%	0	?	1%	37[activator]	2%	28%	9%
Cc1cc(=O)c2cc(NC(=O)c3ccccc3Cl)ccc2[nH]1	1%	2%	-0.8%	7%	-5	?	3%	11	0%	0%	/
CCOC(=O)c1c(C)c(C(=O)NCCOC)c(C)n1CC	-5%	4%	-0.1%	-11%	1	-15%	1%	5	1%	-13%	2%
CS(=O)(=O)N1CCN(c2ccc(C(=O)NC34CC5CC(CC(C5)C3)C4)cc2[N+](=O)[O-])CC1	-2%	-18%	0.0%	8%	-13	2%	-2%	1	0%	-6%	-2%
CCOCC(=O)N1CCCC(C(=O)OCC)C1 (stereo not drawn)	-5%	1%	0.1%	-7%	1	-3%	0%	-7	-1%	6%	0%
CCCCCC(=O)N/N=C/c1ccccc1[N+](=O)[O-]	1%	0%	0.0%	20%	1	-3%	6%	-5	-3%	-18%	-2%
CNc1cc(Cl)nc(SC)n1	1%	1%	-0.2%	3%	-1	-1%	-3%	-6	-8%	-1%	-1%
CSc1cccc(NC(=S)N2CCCN(Cc3ccccc3F)C2)c1	-4%	0%	0.0%	-45%[inhibitor]	-2	5%	0%	7	-12%	-13%	-1%
CN(C)CCN(C(=O)c1ccc(C(=O)c2ccccc2)cc1)c1nc2cc3c(cc2s1)OCO3	-4%	-12%	-0.4%	9%	/	15%	-1%	13	/	/	-4%
Cc1ccccc1Nc1nc(N)nc(CN(C)c2ccccc2)n1	-2%	-1%	-2.2%	-23%	0	-2%	3%	-5	-3%	8%	8%
O=C1Nc2ccccc2C(=O)N2[C@H](c3ccccc3)[C@@H]3C(=O)N(Cc4ccccc4)C(=O)[C@@H]3[C@H]12	1%	4%	-0.9%	-1%	1	7%	-6%	-18	-2%	-27%	/
COC(=O)c1c(C)oc(C)c1S(=O)(=O)NC(c1ccccc1)c1ccccc1	-1%	3%	-0.7%	-40%	0	1%	0%	-9	-11%	/	/
COc1ccccc1-c1nnc2sc(-c3cc4ccccc4o3)nn12	-1%	-2%	-1.0%	-2%	3	-2%	1%	7	-6%	1%	-2%
CCOC(=O)c1ccc(OCc2c(C)noc2C)cc1	1%	-1%	0.4%	11%	1	?	-9%	26	-5%	3%	2%
COc1ccc(N2CCN(C(=O)Cc3ccc(Br)cc3)CC2)cc1	4%	-4%	0.5%	-6%	-1	?	-1%	-11	0%	/	-1%
CCOC(=O)CNc1ncc([N+](=O)[O-])cc1C#N	5%	-1%	0.0%	1%	-1	0%	5%	-8	-3%	5%	1%
O=C(O)CCSCCC(=O)O	-4%	3%	-0.3%	-7%	6	0%	-12%	7	-3%	-2%	1%
COc1ccc(S(=O)(=O)N2CCOCC2)cc1NC(=O)CCNC(=O)c1ccc(Cl)cc1	/	-2%	0.8%	2%	/	-5%	0%	30	-5%	/	/
O=C(NCCc1cccc(Cl)c1)c1ccc(Cl)c([N+](=O)[O-])c1	-4%	-1%	-0.4%	-29%	3	?	-9%	-18	1%	?	-3%
O=C(CSc1nc(-c2ccccc2)cc(C(F)(F)F)n1)NCCN1CCOCC1	-4%	0%	0.3%	-1%	1	-2%	-6%	11	-3%	11%	0%
O=C(NCc1ccc(F)cc1)C1CCN(S(=O)(=O)N2CCOCC2)CC1	-3%	5%	0.2%	8%	-1	6%	-3%	-25	1%	-3%	4%
CCOc1cc(NC(=S)NCCCN2CCOCC2)c(OCC)cc1NC(=O)c1cccc(C)c1	0%	10%	-0.1%	0%	-5	3%	6%	1	-9%	1%	-2%
COc1ccccc1NC(=O)CSc1nnc(-c2ccoc2C)n1CCc1ccccc1	0%	-2%	-0.5%	-3%	4	?	-3%	-21	-4%	?	0%
Cc1cccc(CN2CCCC(C(=O)Nc3ccc(-c4cscn4)cc3)C2)c1 (stereo not drawn)	0%	-1%	0.5%	-31%	/	?	2%	9	/	/	-5%
Cc1ccc(NC(=O)[C@H](C)NC(=O)C2CCN(C(=O)[C@@H](N)CC(C)C)CC2)cc1	/	5%	-0.8%	-14%	3	?	1%	15	1%	-12%	4%
CCOCCn1c(SCc2ccc(F)cc2)nc2c1c(=O)[nH]c(=O)n2C	5%	4%	-0.9%	3%	0	3%	3%	-6	-2%	-4%	1%
